High-throughput results (PubChem)
PTEN del growth – growth suppression of PTEN-null HCT116, primary screen, cell-based, CellTiter-Glo; HCT116 PTEN-null viability, 60 h; active compounds read low; hit rate 1.2% among 140,000; AID 827, 2007; viability, % at 10 µM;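 active = viability at or below a set limit, 4 SD under the median of all tested compounds, cut at about 3.7% in these data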;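 note: PTEN knockout HCT116 line with beta catenin targeted HCT116 as companion control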
NPY Y2 blocker – NPY-Y2 receptor antagonists, primary screen, cell-based | NPY-Y2 expressing cells, antagonist mode | inhibition, % at 2.7 µM | hit rate 0.99% among 140,000 | AID 793, 2007; in the data active = inhibition above about 17%;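 note: 0% = vehicle with agonist challenge and 100% = reference antagonist with challenge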
Target sequence (P49146 whole entry, looked up): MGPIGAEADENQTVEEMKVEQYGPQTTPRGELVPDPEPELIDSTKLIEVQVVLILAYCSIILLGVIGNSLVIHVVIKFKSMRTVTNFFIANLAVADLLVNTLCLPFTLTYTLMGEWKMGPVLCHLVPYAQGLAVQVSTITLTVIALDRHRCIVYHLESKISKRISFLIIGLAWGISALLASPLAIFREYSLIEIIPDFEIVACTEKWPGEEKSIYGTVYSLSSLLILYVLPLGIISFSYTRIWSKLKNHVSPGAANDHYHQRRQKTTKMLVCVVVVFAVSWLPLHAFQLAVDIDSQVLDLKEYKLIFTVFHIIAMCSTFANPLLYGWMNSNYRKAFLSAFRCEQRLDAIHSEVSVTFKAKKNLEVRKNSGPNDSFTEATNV
E-sel TNF inh – E-selectin induction blockers in HUVEC – imaging, immunofluorescence, high content, primary screen. HUVEC TNFa-induced E-selectin immunofluorescence. inhibition, % at 2 µM. hit rate 0.71% among 120,000;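 active = inhibition above the batch mean plus 3 SD, and confirmed as a hit on visual image review, cut at about 43% in these data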;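 note: 0% = TNF-stimulated DMSO wells and 100% = unstimulated control wells; not every result past the cut was called active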
bCat KO growth – primary screen for growth suppressors in beta-catenin knockout HCT116 cells (colon tumor, human). HCT116 beta-catenin knockout viability, CellTiter-Glo, 60 h; active compounds read low. viability, % at 10 µM. hit rate 1.5% among 140,000;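 active = viability at or under a set limit, the compound median less 4 SD, cut at about 6% in these data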;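 note: 0% = Hyamine 1622 control at 20 µM and 100% = untreated cell control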
BB579 growth dn – growth inhibitors of yeast BB579 in restrictive medium, primary screen, yeast lifespan-shortening project, S. cerevisiae. OD615, 48 h. inhibition, % at 10 µM. hit rate 0.51% among 140,000;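 active = inhibition above a set limit, 3 SD over the mean compound inhibition, cut at about 44% in these data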; note: inactives centre near -24
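Assay system – yeast BB579 (DeaD) · Dosing – single compound dose of 10 µM, 0.25% DMSO final · Detection – OD615 turbidity measurement · Buffer or medium – CSMM-D restrictive synthetic medium containing dextrose (glucose) · Benchmarks – positive control amphotericin B 10 µg/mL · Incubation – 48 h exposure, 30 °C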
GALR2 antag – GALR2 antagonists in receptor-expressing cells, primary screen; AID 828, 2007; antagonist mode; Galanin receptor type 2 (Homo sapiens), O43603; inhibition, % at 4 µM; hit rate 0.39% among 140,000; in the data active = inhibition above about 27%;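 note: cells stimulated with galanin 1-16 at roughly its EC80; 0% = agonist challenge control and 100% = basal control without agonist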
Target sequence (O43603 whole entry, looked up): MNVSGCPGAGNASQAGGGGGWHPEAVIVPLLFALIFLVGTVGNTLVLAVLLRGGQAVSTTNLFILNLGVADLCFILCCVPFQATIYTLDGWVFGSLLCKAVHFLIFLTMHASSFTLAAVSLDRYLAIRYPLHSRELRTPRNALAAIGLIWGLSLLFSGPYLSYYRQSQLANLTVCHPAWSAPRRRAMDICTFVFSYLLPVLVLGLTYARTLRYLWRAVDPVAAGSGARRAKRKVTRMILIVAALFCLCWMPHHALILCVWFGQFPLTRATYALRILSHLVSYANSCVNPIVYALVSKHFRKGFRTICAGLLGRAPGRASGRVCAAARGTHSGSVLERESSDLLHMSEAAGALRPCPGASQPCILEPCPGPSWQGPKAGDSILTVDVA
Phagocytosis inh – inhibitors of macrophage phagocytosis, primary screen, imaging, J774A.1 cells, IgG beads; J774A.1 macrophage IgG-bead phagocytosis; inhibition, % at 5 µM; hit rate 0.07% among 110,000; AID 1029, 2008;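 active = inhibition above the mean of the plate negative controls plus 5 SD, cut at about 13% in these data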;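 note: phagocytic index as fraction of beads internalized from green versus red external bead signal; plate controls were DMSO negative control for no effect and cytochalasin-D positive control for full effect; some results beyond the cut were filed as inactive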
Measles CPE – compounds protecting cells from measles virus cytopathic effect, primary screen, measles RdRp inhibitor project, single point, MLSMR library, absorbance; Measles virus-infected cells, CPE protection; protection (pct of control), % at 4 µM; hit rate 1.5% among 140,000; in the data active = protection mostly above about 24%, no sharp cut-off; inactive = mostly below about 26%; note: some compounds called inactive have numbers as strong as hits
MRP1 act – H69AR viability gain despite doxorubicin, primary screen, MRP-1 activator project, H69AR cells, CellTiter-Glo; viability rescue; viability increase, % at 10 µM; hit rate 0.61% among 140,000;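 active = viability gain under doxorubicin at or above a set limit, the compound median plus 3 SD, cut at about 4.7% in these data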;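 note: MRP-1 overexpressing cells given doxorubicin 25 µM after compound pretreatment; 18-22 h compound pretreatment then 72 h with doxorubicin before readout; 0% = doxorubicin-only wells and 100% = vehicle-treated cells without doxorubicin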
Yeast lifespan up – compounds extending yeast replicative lifespan, primary screen, S. cerevisiae, OD615 | S. cerevisiae growth with nicotinamide; deaD strain in restrictive glucose medium | inhibition of the nicotinamide effect, % at 10 µM | hit rate 0.68% among 130,000 | AID 775, 2007;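 active = inhibition above a set limit, placed 3 SD over the median of all compounds, cut at about 26% in these data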;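 note: 0% = nicotinamide-treated wells and 100% = cells grown without nicotinamide; some compounds called inactive have numbers as strong as hits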
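Material: Modified budding yeast, DeaD strain | Medium: Restrictive glucose medium | Probe or stimulus: 1.5 mM nicotinamide | Dosing: Single dose 10 µM compound, 0.25% DMSO | Times: 48 h at 30 °C | Technique: OD615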
Starred values were filed as active, the others as inactive; & = joins results of further samples.

How did c1cnc2ccc(C(c3nnnn3C3CCCC3)N3CCN(c4nc5ccccc5s4)CC3)cc2c1 (stereo not given) do in these assays?
PTEN del growth: 64; NPY Y2 blocker: 6; E-sel TNF inh: -21; bCat KO growth: 84; BB579 growth dn: -16; GALR2 antag: 5; Phagocytosis inh: -2; Measles CPE: 5; MRP1 act: -5.6; Yeast lifespan up: -10

How did CCOC(=O)C1=C(C)NC(=O)NC1c1cc2c(cc1Br)OCO2 (stereo not given) do in these assays?
PTEN del growth: 85; NPY Y2 blocker: 3; E-sel TNF inh: 1; bCat KO growth: 94; BB579 growth dn: -24; GALR2 antag: -5; Measles CPE: 8; MRP1 act: -2.9; Yeast lifespan up: -1

How did Cc1ccc(-c2nc(CN(C)C)cc(CN(C)C)c2O)cc1 do in these assays?
PTEN del growth: 93; NPY Y2 blocker: 3; E-sel TNF inh: -9; bCat KO growth: 87; BB579 growth dn: -38; GALR2 antag: 3; Phagocytosis inh: -1; Measles CPE: 2; MRP1 act: -0.5; Yeast lifespan up: -15

Results for CCOC(=O)c1c(C)[nH]c(O)c1C=Nc1ccc(C(F)(F)F)cc1 ?
PTEN del growth: 82; NPY Y2 blocker: 1; E-sel TNF inh: 10; bCat KO growth: 90; BB579 growth dn: -53; GALR2 antag: -1; Measles CPE: 6; MRP1 act: -1.5; Yeast lifespan up: -16

Results for COC(=O)C1=C(C)C(c2ccc(OC)cc2)NC(=S)N1 (stereo not given) ?
PTEN del growth: 93; NPY Y2 blocker: 2; E-sel TNF inh: 8; bCat KO growth: 82; BB579 growth dn: -20; GALR2 antag: -9; Measles CPE: 7; MRP1 act: -0.8; Yeast lifespan up: -9

Results for O=S1(=O)N=C(N2CCN(Cc3ccc4c(c3)OCO4)CC2)c2ccccc21 ?
PTEN del growth: 89; NPY Y2 blocker: 5; E-sel TNF inh: 14; bCat KO growth: 94; BB579 growth dn: 0; GALR2 antag: -4; Phagocytosis inh: 2; Measles CPE: 3; MRP1 act: -2.9; Yeast lifespan up: 0

How did COc1ccccc1-c1cc2nc(C)c(CCC(=O)NCc3ccco3)c(C)n2n1 do in these assays?
PTEN del growth: 94; NPY Y2 blocker: 2; E-sel TNF inh: -16; bCat KO growth: 95; BB579 growth dn: -40; GALR2 antag: 7; Phagocytosis inh: -1; Measles CPE: 9; MRP1 act: -2.7; Yeast lifespan up: -3

What do the screens show for `FC(F)(F)c1cccc(OCCOCCn2cncn2)c1`?
PTEN del growth: 91; NPY Y2 blocker: 0; bCat KO growth: 93; BB579 growth dn: -13; GALR2 antag: -11; Measles CPE: 24; MRP1 act: -1.3; Yeast lifespan up: -14

What do the screens show for `Cn1c(=O)cc(OCC(=O)N2CCC(N3CCCCC3)CC2)c2ccccc21`?
PTEN del growth: 69; NPY Y2 blocker: 0; E-sel TNF inh: -2; bCat KO growth: 66; BB579 growth dn: 4; GALR2 antag: 5; Phagocytosis inh: 0; Measles CPE: 4; MRP1 act: -0.7; Yeast lifespan up: -4

How did O=C(CSc1ccc(Cl)cc1Cl)N1CCC(c2nc3ccccc3s2)CC1 do in these assays?
PTEN del growth: 88; NPY Y2 blocker: 11; bCat KO growth: 98; BB579 growth dn: -53; GALR2 antag: -19; Measles CPE: 6; MRP1 act: -1.3; Yeast lifespan up: -12

Results for CC(=O)c1cnc2c(-c3ccc(Cl)cc3)cnn2c1C ?
PTEN del growth: 80; NPY Y2 blocker: 2; E-sel TNF inh: -4; bCat KO growth: 81; BB579 growth dn: -22; GALR2 antag: -1; Measles CPE: 19; MRP1 act: -1.1

What do the screens show for `Cc1ccc2nc(SCCC(=O)O)cc(C)c2c1`?
PTEN del growth: 93&96; NPY Y2 blocker: 5; E-sel TNF inh: -13; bCat KO growth: 98; BB579 growth dn: -22; GALR2 antag: -6; Phagocytosis inh: 0; Measles CPE: 5; MRP1 act: -0.3; Yeast lifespan up: -14

Results for Cc1ccnc(NS(=O)(=O)c2ccc(NC(=O)C3CCCCC3C(=O)O)cc2)n1 (stereo not given) ?
PTEN del growth: 117; NPY Y2 blocker: 2; bCat KO growth: 112; BB579 growth dn: -38; GALR2 antag: 7; Phagocytosis inh: 2; Measles CPE: 17; MRP1 act: 0.8; Yeast lifespan up: 3

What do the screens show for `CCOc1ccccc1C1CC(c2ccc(Cl)cc2)Nc2nc(N)nn21` (stereo not given)?
PTEN del growth: 78; NPY Y2 blocker: 7; bCat KO growth: 76; BB579 growth dn: -27; GALR2 antag: 1; Phagocytosis inh: 0; Measles CPE: 6; MRP1 act: -1.2; Yeast lifespan up: -3

What do the screens show for `C(=N\c1nc2ccccc2n1Cc1ccccc1)/c1cccs1`?
PTEN del growth: 81; NPY Y2 blocker: 2; E-sel TNF inh: -7; bCat KO growth: 73; BB579 growth dn: -32; GALR2 antag: 3; Phagocytosis inh: 0; Measles CPE: 4; MRP1 act: -1.8; Yeast lifespan up: 19

Results for O=C(c1ccc(CS(=O)(=O)c2c(Cl)cccc2Cl)o1)N1CCCC1 ?
PTEN del growth: 110; NPY Y2 blocker: 2; bCat KO growth: 97; BB579 growth dn: -14; GALR2 antag: -1; Measles CPE: 21; MRP1 act: -2.7; Yeast lifespan up: -9

How did Cc1ccc(C(=O)N/N=C/c2nc3ccccc3n2C)cc1 do in these assays?
PTEN del growth: 32; NPY Y2 blocker: 5; E-sel TNF inh: -5; bCat KO growth: 22; BB579 growth dn: -16; GALR2 antag: -1; Measles CPE: 6; MRP1 act: -3.4; Yeast lifespan up: -12

What do the screens show for `Cc1ccc(NC(=O)c2ccc(COc3ccc4c(c3)CCC4)cc2)c(C)c1`?
PTEN del growth: 94; NPY Y2 blocker: 8; E-sel TNF inh: 3; bCat KO growth: 81; BB579 growth dn: -27; GALR2 antag: -5; Phagocytosis inh: -8; Measles CPE: 10; MRP1 act: 2.2; Yeast lifespan up: 5

Results for O=C1OCCC1Sc1nnnn1-c1ccccc1 (stereo not given) ?
PTEN del growth: 103; NPY Y2 blocker: 5; E-sel TNF inh: 3; bCat KO growth: 90; BB579 growth dn: -28; GALR2 antag: 15; Phagocytosis inh: 2; Measles CPE: 14; MRP1 act: -0.1; Yeast lifespan up: -6

Results for CSc1nccc(Oc2ccc(C#N)cc2)n1 ?
PTEN del growth: 99; NPY Y2 blocker: 5; E-sel TNF inh: 24; bCat KO growth: 92; BB579 growth dn: -11; GALR2 antag: 9; Phagocytosis inh: -5; Measles CPE: 9; MRP1 act: -0.6; Yeast lifespan up: -4

What do the screens show for `S=c1[nH]nc(-c2ccco2)n1/N=C/c1cccc(Cl)c1Cl`?
PTEN del growth: 93; NPY Y2 blocker: 4; bCat KO growth: 97; BB579 growth dn: -38; GALR2 antag: -6; Phagocytosis inh: -11; Measles CPE: 7; MRP1 act: 0.3; Yeast lifespan up: -6

Results for CC(C)Cn1c(N)c(C(=O)CSc2nc3ccccc3n2C)c(=O)n(C)c1=O ?
PTEN del growth: 99; NPY Y2 blocker: 1; E-sel TNF inh: 4; bCat KO growth: 92; BB579 growth dn: -38; GALR2 antag: 12; Measles CPE: 4; MRP1 act: -4.6; Yeast lifespan up: -21

How did O=C(CSc1nc2ccccc2s1)N1c2ccccc2Sc2ccc(Cl)cc21 do in these assays?
PTEN del growth: 64; NPY Y2 blocker: 4; E-sel TNF inh: -36; bCat KO growth: 67; BB579 growth dn: -19; GALR2 antag: 1; Phagocytosis inh: 5; Measles CPE: 4; MRP1 act: -2.7; Yeast lifespan up: -23

Results for CCCCOCCCNC(=O)N[C@@H](CCSC)C(=O)OC ?
PTEN del growth: 95; NPY Y2 blocker: 1; E-sel TNF inh: -32; bCat KO growth: 93; BB579 growth dn: 8; GALR2 antag: 12; Phagocytosis inh: 0; Measles CPE: 29; MRP1 act: -1.1; Yeast lifespan up: -14

What do the screens show for `O=C1C2C3C=CC(C3)C2C(=O)N1c1ccc(-c2nc3ccccc3o2)cc1` (stereo not given)?
PTEN del growth: 102; NPY Y2 blocker: 1; bCat KO growth: 101; BB579 growth dn: -57; GALR2 antag: -4; Phagocytosis inh: 0; Measles CPE: 8; MRP1 act: -0.8; Yeast lifespan up: -11

What do the screens show for `COc1cccc(C=Nc2cc(C)cc(C)c2)c1O`?
PTEN del growth: 97; NPY Y2 blocker: 1; E-sel TNF inh: -1; bCat KO growth: 100; BB579 growth dn: -10; GALR2 antag: 8; Phagocytosis inh: -1; Measles CPE: 6; MRP1 act: -2.5; Yeast lifespan up: -5

What do the screens show for `COCCNC(=O)c1onc(CSc2cc(C)cc(C)c2)c1C(=O)O`?
PTEN del growth: 101; NPY Y2 blocker: 2; E-sel TNF inh: 20; bCat KO growth: 96; BB579 growth dn: -34; GALR2 antag: 0; Measles CPE: 4; MRP1 act: -1.1; Yeast lifespan up: -4

Results for CCOC(=O)N(NC(=O)C(O)(c1ccccc1)c1ccccc1)c1ccccc1 ?
PTEN del growth: 80; NPY Y2 blocker: 20*; E-sel TNF inh: -30; bCat KO growth: 78; BB579 growth dn: -38; GALR2 antag: 0; Measles CPE: 4; MRP1 act: 0.3; Yeast lifespan up: 2

What do the screens show for `CCOc1cccc2sc(NC(=O)CC)nc12`?
PTEN del growth: 88; NPY Y2 blocker: -2; E-sel TNF inh: 19; bCat KO growth: 91; BB579 growth dn: -25; GALR2 antag: -4; Phagocytosis inh: 0; Measles CPE: 3; MRP1 act: -1.9; Yeast lifespan up: -28

What do the screens show for `Cc1occc1C(=O)NC(C)C(C)(C)C` (stereo not given)?
PTEN del growth: 100; NPY Y2 blocker: -1; E-sel TNF inh: -4; bCat KO growth: 109; BB579 growth dn: -12; GALR2 antag: -8; Phagocytosis inh: -2; Measles CPE: 7; MRP1 act: -0.4; Yeast lifespan up: -7

How did CCSc1nnc(NC(=O)c2ccc(Br)s2)s1 do in these assays?
PTEN del growth: 84; NPY Y2 blocker: 1; E-sel TNF inh: -19; bCat KO growth: 99; BB579 growth dn: -42; GALR2 antag: 0; Phagocytosis inh: -3; Measles CPE: 3; MRP1 act: 0.9; Yeast lifespan up: -10
